NPY-Y1 PAM-ag = potentiates or activates human NPY-Y1 receptor. activation, % at 3.6 µM. hit rate 0.37% among 220,000. P25929. NPY-Y1 expressing cells, potentiator/agonist activation; in the data active = activation above about 33%, passing the limit was not always enough;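 also: cells stimulated with NPY at EC10 then isoproterenol at EC100; 0% = low agonist plus stimulus and 100% = saturating agonist plus stimulus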
EP2 modulator = EP2 receptor (human) modulation; P43116; EP2-expressing cells, cAMP HTRF FRET, PGE2 co-stimulation; induction, % at 25 µM; hit rate 0.83% among 260,000; AID 940;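 active = compounds whose cAMP rise, as percent of the full-agonist control response, exceeds 60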;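 also: rat C6 glioma line stably carrying human EP2 under a CMV promoter; the protocol text gives 20 µM as final concentration; 100% = response of wells given 1 µM PGE2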
Target sequence (P43116 whole entry, looked up): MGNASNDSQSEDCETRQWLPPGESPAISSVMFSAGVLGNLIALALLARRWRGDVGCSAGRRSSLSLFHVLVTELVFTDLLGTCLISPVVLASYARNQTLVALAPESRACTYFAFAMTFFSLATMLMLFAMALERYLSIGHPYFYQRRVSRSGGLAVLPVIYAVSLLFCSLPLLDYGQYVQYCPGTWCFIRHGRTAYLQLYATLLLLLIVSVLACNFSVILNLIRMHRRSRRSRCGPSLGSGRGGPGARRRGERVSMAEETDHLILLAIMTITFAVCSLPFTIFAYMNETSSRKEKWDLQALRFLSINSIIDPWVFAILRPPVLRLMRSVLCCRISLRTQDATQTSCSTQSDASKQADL
p97 ATPase inh = blocks human p97 ATPase activity | hit rate 0.42% among 220,000 | P55072 | recombinant p97 ATPase, Kinase-Glo ATP luminescence, 3 h | inhibition, % at 8 µM; in the data active = inhibition above about 15%;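 also: 0% = DMSO vehicle and 100% = wells lacking enzyme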
S1P4 antagonist = human S1P4 receptor antagonism; inhibition, % at 4.98 µM; S1P4-expressing cells, antagonist mode, reporter read-out; AID 1510; hit rate 0.26% among 220,000; in the data active = inhibition above about 29%;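 also: 0% = wells stimulated with agonist and 100% = vehicle wells without agonist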
S1P4 ag = human S1P4 receptor agonism; O95977; S1P4-expressing cell line, agonist reporter assay; activation, % at 4.98 µM; hit rate 0.35% among 220,000; AID 1509; in the data active = activation above about 11%;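 also: 0% = DMSO vehicle and 100% = reference agonist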
NPY-Y1 antag = blocks the human neuropeptide Y Y1 receptor | P25929 | HEK293-CNG Y1 cells, membrane potential fluorescence; NPY at EC95, then isoproterenol | inhibition, % at 3.6 µM | hit rate 1% among 200,000;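 active = inhibition above the campaign mean inhibition of all tested compounds plus 3 SD, cut at about 20% in these data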;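 also: 0% = DMSO wells given NPY plus isoproterenol and 100% = isoproterenol alone without NPY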
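Test system: HEK293 cells co-expressing NPY Y1 receptor and cyclic-nucleotide gated channel; Also added: NPY (25 nM), isoproterenol (1 µM), Ro 20-1724 (25 µM); Compound dosing: one concentration, 3.6 µM, in 0.4% DMSO; Timing: dye 3 h, compound 60 min room temperature, stimulation 45 min; Technique: Membrane-potential fluorescent dye readout.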
PGE2 EP2 inh = blocks the human prostaglandin E2 receptor EP2 | hit rate 0.52% among 260,000 | C6 glioma cells expressing human EP2, cAMP TR-FRET; cells stimulated with saturating PGE2 | inhibition, % at 25 µM;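 active = percent inhibition above 40 after rounding to a whole number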;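 also: rat C6 glioma host cells with rolipram phosphodiesterase inhibitor present; the protocol text gives 20 µM as final concentration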
NPY-Y2 PAM-ag = potentiators or agonists of human neuropeptide Y receptor Y2. hit rate 0.45% among 220,000. cells expressing NPY-Y2, potentiator/agonist read-out. activation, % at 3.6 µM. P49146; in the data active = activation above about 27%;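 also: cells stimulated with NPY near EC25 plus isoproterenol at EC100; 0% = vehicle plus submaximal agonist and 100% = vehicle plus saturating agonist; some results beyond the cut were filed as inactive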
Target sequence (P49146 whole entry, looked up): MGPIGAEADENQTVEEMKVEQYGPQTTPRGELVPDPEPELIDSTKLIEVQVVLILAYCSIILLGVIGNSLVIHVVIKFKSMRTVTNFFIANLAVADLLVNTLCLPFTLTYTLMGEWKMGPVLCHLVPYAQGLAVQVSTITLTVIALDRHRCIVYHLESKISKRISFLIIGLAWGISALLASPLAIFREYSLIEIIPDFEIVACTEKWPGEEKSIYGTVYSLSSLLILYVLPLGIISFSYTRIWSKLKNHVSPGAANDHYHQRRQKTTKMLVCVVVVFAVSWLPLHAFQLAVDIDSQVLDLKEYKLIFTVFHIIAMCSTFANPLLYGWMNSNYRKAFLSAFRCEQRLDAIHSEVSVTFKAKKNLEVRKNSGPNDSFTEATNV
eIF4E-4G inh = eIF4E/eIF4G interaction inhibition in translation initiation; P63073+Q04637; TR-FRET eIF4E-eIF4GI(517-606) binding, 2 h; inhibition, % at 21.7 µM; hit rate 0.37% among 220,000; AID 782;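 active = inhibition above about 30%, limit read from the data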;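 also: 0% = full FRET control wells and 100% = background wells lacking eIF4GI fragment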
* hit, by the source's call; x = no result given; & = joins results of further samples; [ ] = dose if it differs, or a comment. An excerpt (hit frequency here may not be typical).

SMILES	NPY-Y1 PAM-ag	EP2 modulator	p97 ATPase inh	S1P4 antagonist	S1P4 ag	NPY-Y1 antag	PGE2 EP2 inh	NPY-Y2 PAM-ag	eIF4E-4G inh
O=P(COCCOCCOCCOCP(=O)(c1ccccc1)c1ccccc1)(c1ccccc1)c1ccccc1	-4	24	-5	0	1.5	4	7	11	-1
Cn1nnnc1SCC(=O)N1CCN(c2cccc(Cl)c2)CC1	-2	7	-2	7	0.1	5	12	-3	3
CCOC(=O)c1cnc(-n2nc(C)cc2C)nc1Nc1ccc(O)cc1	24	-26	-2	12	-0.3	x	11	-9	4
Cc1nc2cc(-c3ccc(Cl)cc3)nn2c(C)c1CCC(=O)NC(C)c1ccc2c(c1)OCCO2 (stereo unspecified)	11	-33	1	-16	3.6	2	10	12	3
Cc1ccc(C)c(NC(=O)CN(C)C(=O)[C@@H](NC(=O)c2ccc(C(C)(C)C)cc2)C(C)C)c1	14	4	0	-13	0.8	2	15	-7	2
COc1ccc(/C=C2\Cc3ccccc3C2=O)cc1OC	-15	-10	-6	6	0.1	x	6	-2	0
CCOc1cc(/C=N/NC(=O)c2ccncc2)ccc1OC(=O)c1ccc([N+](=O)[O-])cc1	3	8	1	-1	1.0	-3	17	2	-3
C#Cc1ccc([C@H]2C=C(C(=O)NC3CC3)O[C@@H](OCC)[C@@H]2CCCO)cc1	-17	8	6	-2	0.2	-3	6	5	-1
Cn1c(=O)c2sccc2n2c(CCCC(=O)NCc3ccc4c(c3)OCO4)nnc12	5	11	3	-3	1.2	1	4	2	-3[fluorescence artefact?]
Cc1cccc(C2c3[nH]c4ccccc4c3CCN2C(=O)c2cc(-c3cccn3C)n[nH]2)n1 (stereo unspecified)	-3	24	5	4	1.2	-1	11	-7	3
CC[C@@H](C)C(NC(=O)OC(C)(C)C)c1cn([C@@H](CCCCNC(=O)OC(C)(C)C)C(=O)N2CCN(C(=O)OC(C)(C)C)CC2)nn1 (stereo partly specified)	10	-19	-3	-12	-1.3	-3	8	3	0
O=C(CCCC(=O)NCc1ccccc1)NCc1ccccc1	-15	4	2	-10	1.7	4	3	-2	14[fluorescence artefact?]
CC1(C)N=c2ccc([N+](=O)[O-])c(N)c2=[N+]1[O-]	4	-6	-5	1	1.1	x	7	-4	-2
O=C(c1cc(-c2ccc(O)cc2)on1)N1CCc2ccccc2C1	-5	-14	-2	-2	1.9	8	8	2	-2[fluorescence artefact?]
COc1ccc(C(F)(F)F)cc1N/C=C\c1nnnn1-c1ccccc1	-19	-35	-4	-4	-1.9	12	10	-19	-1
N#Cc1ccc(/C=C/C(=O)c2ccc3c(c2)OCO3)cc1	-4	7	5	8	-0.2	2	4	-1	2
COc1ccc(/C=N/N=C2/NC(=O)C(c3ccccc3)(c3ccccc3)S2)cc1	2	27	3	-7	0.7	8	10	-5	-4
Cc1c(Cl)cccc1NC(=O)CCCN1C(=O)c2cccnc2C1=O	6	-2	6	-10	1.9	6	2	-2	1
Cc1cc(N)n(-c2ccc(S(=O)(=O)c3ccc(C(C)C)cc3)cc2)n1	14	-35	2	-17	-0.5	2	8	7	-1
O=C(C1CCN(S(=O)(=O)c2cccc3cccnc23)CC1)N1CCN(C2CCCCC2)CC1	5	3	0	-15	0.5	2	11	-3	-4
Nc1c(C(=O)NCCc2ccccc2)sc2nc(N3CCOCC3)c3c(c12)CCCC3	-2	-30	-5	7	1.2	-1	8	7	-4
O=C(CN1C2=NCCN2c2ccccc21)c1cccs1	-16	6	6	-14	1.5	3	8	-2	0
CCC(=O)Nc1cccc(NC(=S)NC(=O)c2ccc(Cl)cc2)c1	-3	-7	1	2	-0.2	-7	19	-1	2
Cc1cc2nnc(SC(C)C)n2c2ccccc12	-28	0	-4	-19	-0.9	4	12	-22	-3[fluorescence artefact?]
Cc1sc2nc(SCC(=O)c3cccs3)n(Cc3ccco3)c(=O)c2c1C	-1	37	2	-6	-2.4	5	3	1	-4

Of the compounds above, these have a tert-butyl group:
SMILES	NPY-Y1 PAM-ag	EP2 modulator	p97 ATPase inh	S1P4 antagonist	S1P4 ag	NPY-Y1 antag	PGE2 EP2 inh	NPY-Y2 PAM-ag	eIF4E-4G inh
Cc1ccc(C)c(NC(=O)CN(C)C(=O)[C@@H](NC(=O)c2ccc(C(C)(C)C)cc2)C(C)C)c1	14	4	0	-13	0.8	2	15	-7	2
CC[C@@H](C)C(NC(=O)OC(C)(C)C)c1cn([C@@H](CCCCNC(=O)OC(C)(C)C)C(=O)N2CCN(C(=O)OC(C)(C)C)CC2)nn1 (stereo partly specified)	10	-19	-3	-12	-1.3	-3	8	3	0

Back to the main list, repeating the 4 entries before the break.
SMILES	NPY-Y1 PAM-ag	EP2 modulator	p97 ATPase inh	S1P4 antagonist	S1P4 ag	NPY-Y1 antag	PGE2 EP2 inh	NPY-Y2 PAM-ag	eIF4E-4G inh
O=C(CN1C2=NCCN2c2ccccc21)c1cccs1	-16	6	6	-14	1.5	3	8	-2	0
CCC(=O)Nc1cccc(NC(=S)NC(=O)c2ccc(Cl)cc2)c1	-3	-7	1	2	-0.2	-7	19	-1	2
Cc1cc2nnc(SC(C)C)n2c2ccccc12	-28	0	-4	-19	-0.9	4	12	-22	-3[fluorescence artefact?]
Cc1sc2nc(SCC(=O)c3cccs3)n(Cc3ccco3)c(=O)c2c1C	-1	37	2	-6	-2.4	5	3	1	-4
COC(=O)C(NC(=O)c1ccccc1)c1ccccc1 (stereo unspecified)	-12	22	5	-8	1.5	2	11	7	7
O=C(c1cccc(C(F)(F)F)c1)c1c[nH]c(C(=O)NCCCN2CCOCC2)c1	-11	-9	-3	-21	-1.3	-3	3	2	0
CC1=CC2=NC(=O)CC(C)(C(=O)N(CC(=O)NC(C)(C)C)C3CCCC3)N2C=C1 (stereo unspecified)	-34	23	12	-12	-1.2	11	0	5	-8
Cc1ccccc1OCC(O)CN1CCN(c2ccccn2)CC1 (stereo unspecified)	30	-9	3	6	-2.7	0	3	18	-1
COc1ccc(Oc2cnc3ccccc3n2)cc1	6	-51	7	-8	1.3	-1	6	-4	3
CN(C)/C=N/c1ncc(C(=O)OC(C)(C)C)s1	4	-8	3	-10	1.6	4	1	-4	-2
CSc1nc(Oc2ccc3ccccc3c2)c2ccccc2n1	-32	30	-2	-14	1.5	15	15	-29	8
Cc1occc1C(=O)Nc1ccc(Br)cc1F	-5	-12	-6	-12	0.7	5	15	-16	-3
CCOC(=O)c1cc(CC)sc1NC(=O)CC1Sc2ccc(C(F)(F)F)cc2NC1=O (stereo unspecified)	-3	14	0	-19	1.1	4	11	-8	6[fluorescence artefact?]
COc1ccc(-c2nn(-c3ccccc3F)cc2CNCCn2nc(C)cc2C)cc1	-17	-28	4	1	0.2	14	4	-7	2
CC(C1CC1)N(C(=O)NC1CCS(=O)(=O)C1)c1ccccc1 (stereo unspecified)	-2	-7	1	-22	-0.3	-2	-1	10	4[fluorescence artefact?]
COc1ccccc1NC(=O)Nc1nnc(-c2ccco2)s1	18	-19	6	2	0.7	-3	x	9	3
O=C1CCCC2(O)C1C(c1cccc(Br)c1)NC(=O)N2Cc1ccccc1 (stereo unspecified)	-8	-5	9	-19	-0.4	-3	11	12	-1
Cc1ccc(NC(=O)/C=C/c2ccc(Cl)cc2)nc1	-5	20	2	-16	0.0	8	3	-9	2
O=S(=O)(c1ccccc1F)N1CCN(c2nc3ccccc3s2)CC1	-12	-44&-25	3	-5	1.2	-2	6&7	0	-1
COC(=O)Nc1cc(C(F)(F)F)ccc1N1CCN(c2ccccc2)CC1	-4	29	9	-21	0.2	-2	6	5	0
CC(C)(C)[C@H]1C=C(C(=O)N2CCOCC2)O[C@@H](OCCCCO)C1	6	16	5	6	0.8	-1	8	-2	3
CCN(CC)S(=O)(=O)c1ccc(N2CCOCC2)c(NC(=O)c2ccc(OC)c([N+](=O)[O-])c2)c1	7	7	1	-3	-0.5	x	4	-9	-11
Cc1ccc(C(=O)N/N=C\c2ccc(-c3ccc([N+](=O)[O-])cc3)o2)cn1	9	-24	2	18	-0.6	x	11	13	8
Cc1cc(C(=O)NC(=S)Nc2cccc(C(=O)O)c2C)ccc1[N+](=O)[O-]	-10	28	5	-9	0.4	2	10	-9	8
CCOC(=O)N1CCN(S(=O)(=O)c2cc(Cl)ccc2Cl)CC1	-17	-3&-77	-1	-15	-1.8	3	14&7	-3	5[fluorescence artefact?]
CCCN1C(=O)C2(C(C(=O)c3ccc(C)o3)=C(O)C(=O)N2CCCN2CCOCC2)c2ccccc21 (stereo unspecified)	6	19	-2	0	0.5	1	10	1	0
COc1ccc(S(=O)(=O)NC2(C(F)(F)F)N=C3SCCN3C2=O)cc1 (stereo unspecified)	-1	28	1	-20	1.2	-2	8	-18	-3
O=C(NCCc1ccccc1)c1ccco1	-28	10	-4	-14	1.6	-1	10	-10	0
O=C(COC(=O)c1cc(S(=O)(=O)NCc2ccccc2)ccc1O)c1cc2ccccc2o1	8	-22	-2	-10	0.8	x	6	1	0

(list continues)
SMILES	NPY-Y1 PAM-ag	EP2 modulator	p97 ATPase inh	S1P4 antagonist	S1P4 ag	NPY-Y1 antag	PGE2 EP2 inh	NPY-Y2 PAM-ag	eIF4E-4G inh
CCOC(=O)C1CCCN(C(c2ccccn2)c2c(C)[nH]c3ccccc23)C1 (stereo unspecified)	8	-13	2	-9	1.1	-5	3	4	2
Cc1ccc2nc(-c3ccc(NC(=O)CSc4ccccc4)cc3)[nH]c2c1	-1	21	10	1	-0.2	7	5	-2	-37
O=C(Nc1nccs1)C1CCN(S(=O)(=O)c2ccc3c(c2)OCCCO3)CC1	1	-36	3	-20	1.2	-4	13	0	-1
CCN(CC)CC(=O)Nc1sc2c(c1C(=O)c1ccccc1OC)CCC2	16	54	1	-5	-1.3	23*	10	11	2
O=C(/C=C/c1cccc([N+](=O)[O-])c1)Nc1cccc(NC(=O)c2cccs2)c1	-5	-7	4	-2	-1.1	3	7	-2	0
CC(=O)Nc1ccc(S(=O)(=O)Nc2ccc(C(=O)NCC(=O)O)cc2)cc1	-1	13	5	6	0.5	x	7	12	-2
CCOC(=O)CN(c1cccc(C(C)=O)c1)S(C)(=O)=O	-22	-16	-5	4	-2.5	2	8	-3	-1[fluorescence artefact?]

Of the compounds above, these contain a COOH group.
SMILES	NPY-Y1 PAM-ag	EP2 modulator	p97 ATPase inh	S1P4 antagonist	S1P4 ag	NPY-Y1 antag	PGE2 EP2 inh	NPY-Y2 PAM-ag	eIF4E-4G inh
Cc1cc(C(=O)NC(=S)Nc2cccc(C(=O)O)c2C)ccc1[N+](=O)[O-]	-10	28	5	-9	0.4	2	10	-9	8
CC(=O)Nc1ccc(S(=O)(=O)Nc2ccc(C(=O)NCC(=O)O)cc2)cc1	-1	13	5	6	0.5	x	7	12	-2
